Bioassay records as filed in PubChem BioAssay.
TexasRed fluor – Texas Red fluorescence interference in TRb-SRC2 counter-screen; TRb/SRC2 Texas Red total fluorescence interference; Potency, µM (top dose mostly 106 µM), for inactives: at the highest dose fluorescence change, negative = quenching; 0.29% of 280,000 active; active = well fitted curve in either direction with a large enough effect; inconclusive = small, poorly fitted or top-dose-only effect
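Human TRb ligand-binding domain at 0.6 uM with 20 nM Texas Red SRC2 peptide in Tris buffer containing 1 uM T3 and 5% DMSO, incubated with compound 5 h at ambient temperature. Total fluorescence (555/632 nm) calculated as parallel + 2 × perpendicular.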
TRb SRC2 PPI – disrupts binding of human TR beta to SRC2; P10828; TRbeta-SRC2 peptide binding, fluorescence polarization; receptor liganded with 1 µM T3; Potency, µM (top dose mostly 106 µM), without a hit: at the highest dose activity change, negative = inhibition, most hits filed as inhibitors; 0.065% of 280,000 active; AID 1469; active = well fitted inhibition curve with a large enough effect; inconclusive = small, poorly fitted or top-dose-only effect, or effect the other way;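 also: plate controls were bound peptide for no effect and peptide without receptor for full effect; nearly all actives have a fitted effect of over 50% in size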
Target sequence (P10828 whole entry, looked up): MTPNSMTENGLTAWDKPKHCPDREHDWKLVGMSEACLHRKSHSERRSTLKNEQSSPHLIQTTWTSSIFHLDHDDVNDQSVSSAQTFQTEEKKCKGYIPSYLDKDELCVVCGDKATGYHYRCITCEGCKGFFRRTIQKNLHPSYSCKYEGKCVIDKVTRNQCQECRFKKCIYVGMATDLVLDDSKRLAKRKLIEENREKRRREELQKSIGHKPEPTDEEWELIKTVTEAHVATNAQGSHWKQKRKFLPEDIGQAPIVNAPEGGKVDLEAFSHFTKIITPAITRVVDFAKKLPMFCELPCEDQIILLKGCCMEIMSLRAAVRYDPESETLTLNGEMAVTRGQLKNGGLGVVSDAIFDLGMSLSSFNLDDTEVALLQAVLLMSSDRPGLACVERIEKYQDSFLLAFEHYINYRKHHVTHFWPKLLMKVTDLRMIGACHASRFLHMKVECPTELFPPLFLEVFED
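Decrease in fluorescence polarization of 20 nM Texas Red SRC2 coactivator peptide flagged inhibition of its binding to 0.6 uM TRb LBD; 1 uM T3 included, incubation 5 hr, ex 555/em 632 nm.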
* = called active by the depositor; ? = inconclusive; [ ] = another dose, or the depositor's remark. Unless noted, % is scaled to controls: 0 for no effect and ±100 for the full control effect; potency is read from the fitted curve at half-maximal effect. These rows are one share of the data; rates above refer to the full screens.

SMILES	TexasRed fluor	TRb SRC2 PPI
COc1ccc(-c2nc(C(=O)Nc3cccc(C(C)=O)c3)nn2-c2ccccc2Cl)cc1	-2%	7%
O=C(CSc1ncc2c(n1)-c1ccccc1N(Cc1ccc(F)cc1)S2(=O)=O)c1ccc(Cl)cc1	-1%	5%
CCn1c(=O)c2sccc2n2c(CCCC(=O)N3CCN(c4ccccc4OC)CC3)nnc12	0%	-6%
CC(C)c1ccc(NC(=O)CN2C(=O)COc3ccc(S(=O)(=O)Nc4ccccc4)cc32)cc1	-1%	-1%
COc1ccccc1NC(=O)Cn1c(=O)c(CNc2ccc(C)cc2)cc2cc3c(cc21)OCCO3	-1%	-3%
CCOC(=O)CNC(=O)N1[C@H](c2cccs2)[C@@H](C)C(=O)[C@@H](C)[C@@H]1c1cccs1	-1%	2%
O=C(CCc1nc(CN2CCN(S(=O)(=O)c3ccc(F)cc3)CC2)no1)N1CCCCC1	1%	-2%
COc1ccc(-n2nnc(-c3nc(-c4ccc5c(c4)OCO5)no3)c2C)cc1Cl	-1%	-4%
COc1ccc(NC(=O)c2ccc(-c3nc(CSc4ccccc4)c(C)o3)cc2)cc1OC	-3%	12%
COc1ccc(OC)c(NS(=O)(=O)c2ccc(-c3cc(C)no3)s2)c1	0%	1%
CC(C)CCNC(=O)CCn1c(=O)c2cccn2c2cccnc21	0%	10%
CCO[Si](CCC#N)(OCC)OCC	-2%[201 µM]	3%[201 µM]
CCOC(=O)c1c(C)n(C)c2ccc(O)cc12	-1%	4%
CCC(=O)Nc1nnc(S(=O)(=O)N(C)Cc2ccc(Cl)cc2)s1	0%	-7%
O=C(OCC1CCCO1)c1ccc2c(c1)N(Cc1ccccc1F)C(=O)c1ccccc1S2(=O)=O (stereo unspecified)	0%	0%
Cc1c(C)n(C)c2ccc(C(=O)NCCc3ccc(Cl)cc3)cc12	1%	-4%
CC1=C(c2ccc(F)cc2)S(=O)(=O)NC1=NCc1ccccc1Cl	-1%	-1%
Cc1cc(C)cc(NC(=O)C2CCCN2S(=O)(=O)c2ccc3nc(-c4ccccc4)[nH]c3c2)c1 (stereo unspecified)	-2%	-2%
CCOC(=O)C1CCCN(S(=O)(=O)c2cc(-c3cc(C)no3)ccc2C)C1 (stereo unspecified)	-2%	-6%
CN(C)CCOCCN(C)C	-6%[201 µM]	-1%[201 µM]
Cc1nn(CC(=O)NCc2ccccc2Cl)c(=O)c2cccn12	-1%	-5%
O=C(Cn1c(SCCOc2ccccc2Cl)nc2ccccc21)N1CCOCC1	-1%	0%
CCOC(=O)c1ccccc1C	-4%[201 µM]	7%[201 µM]
COc1cccc(-c2nnc3n(Cc4ccc(C)cc4)c(=O)c4ccccc4n23)c1O	-1%	-5%
CC(C)c1ccc(N2C(=O)CSC23C(=O)N(Cc2cccc(F)c2)c2ccccc23)cc1 (stereo unspecified)	-3%	-7%
CN(Cc1ccc(F)cc1)S(=O)(=O)c1nnc(NC(=O)c2ccc(F)cc2)s1	0%	0%
Cc1ccc(OCC(=O)Nc2nonc2-c2ccc(C)c(C)c2)cc1C	-2%	-6%
O=C(CSc1ccc(-c2ccccn2)nn1)Nc1ccc(F)c(F)c1	0%	-5%
Cc1ccc(NC(=O)c2oc3ccccc3c2NC(=O)C2CCCCC2)cc1	2%	0%
COc1ccc(NCc2cc3cc4c(cc3n(CC(=O)Nc3cc(C)ccc3C)c2=O)OCCO4)cc1	-1%	0%
COc1ccccc1-c1nc2c(c(SCc3cccc(Cl)c3)n1)Cc1c(CO)cnc(C)c1O2	-1%	6%
COc1ccc(CCNC(=O)Cn2cc(C(=O)c3ccc(F)cc3)c(=O)c3ccc(C)nc32)cc1OC	1%	2%
CC(C)c1ccc(S(=O)(=O)N2CCC(N3CCN(Cc4ccccc4)C(=O)C3=O)CC2)cc1	-3%	1%
COc1ccc(Cl)cc1NC(=O)Cn1c2ncccc2c(=O)n1-c1ccc(C)c(C)c1	-1%	1%
CCOc1ccccc1CNC(=O)c1cnn(-c2ccc(C)cc2)c1-n1cccc1	-3%	8%
CCN(c1ccccc1)c1ccc2cc(S(=O)(=O)N3CCCC3)ccc2n1	-1%	4%
Cc1cc(C)c(NC(=O)CSc2nc(-c3ccc(F)cc3)nc3c2Cc2c(CO)cnc(C)c2O3)c(C)c1	0%	-2%
Cc1ccccc1-c1noc(-c2ccc(NC3CCCC3)c([N+](=O)[O-])c2)n1	-2%	-1%
CC(=O)Nc1ccc(N=Nc2cc(C)ccc2O)cc1	?	28%[201 µM]
O=S(=O)(c1ccc(Cl)cc1)c1nnn2c1nc(N1CCCCC1)c1sccc12	-2%	2%
COc1cccc(NC(=O)c2c(N3CCCC3=O)c3cc(C)ccc3n2C)c1	-1%	5%
Cc1ccc(-c2noc(-c3ccc(N4CCOCC4)c([N+](=O)[O-])c3)n2)cc1	-2%	8%
CCOC(=O)c1cccc(Nc2ccc3cc(S(=O)(=O)N4CCCCC4)ccc3n2)c1	-1%	2%
Cc1nnc(N2CCCC(C(=O)NCCc3ccccc3)C2)c2nn(-c3ccccc3)c(C)c12 (stereo unspecified)	0%	-9%
O=C(Nc1ncc([N+](=O)[O-])s1)c1cccs1	-4%	6%
CCN(CC)CCC(=O)N1c2ccccc2Sc2ccc(C(F)(F)F)cc21	-1%	-5%
CC1COCc2cc3c(cc21)C(C)(C)C(C)C3(C)C (stereo unspecified)	-2%[201 µM]	5%[201 µM]
Cc1c(C)n(C)c2ccc(C(=O)NCCCN3CCCCC3)cc12	1%	0%
CCC(C(=O)NCCc1ccc(OC)c(OC)c1OC)n1nc(C)c2sc3ccccc3c2c1=O (stereo unspecified)	-1%	-3%
O=C(C1CCN(S(=O)(=O)Cc2ccccc2)CC1)N1CCN(c2ccccc2F)CC1	0%	-4%

Complete entries, quoted from the list.
CCOC(=O)c1cccc(Nc2ccc3cc(S(=O)(=O)N4CCCCC4)ccc3n2)c1 is listed as TexasRed fluor: -1%; TRb SRC2 PPI: 2%
O=C(Nc1ncc([N+](=O)[O-])s1)c1cccs1 is listed as TexasRed fluor: -4%; TRb SRC2 PPI: 6%
Cc1nnc(N2CCCC(C(=O)NCCc3ccccc3)C2)c2nn(-c3ccccc3)c(C)c12 (stereo unspecified) is listed as TexasRed fluor: 0%; TRb SRC2 PPI: -9%

Remaining list, next part:
SMILES	TexasRed fluor	TRb SRC2 PPI
CCCN(CCC)c1c([N+](=O)[O-])cc(C(F)(F)F)c(N)c1[N+](=O)[O-]	-2%[201 µM]	-2%[201 µM]
Cc1nnc(SCC(=O)NCc2cccc(F)c2)c2nn(-c3ccccc3)c(C)c12	-1%	7%
Cc1nn(CC(=O)NCc2ccccc2Cl)c(=O)c2nn(-c3ccccc3)c(C)c12	2%	1%
CCOc1ccc(-c2nnc(SCC(=O)Nc3cc(F)ccc3F)o2)cc1	-3%	3%
O=C(Cn1cc(SCc2ccc(C(F)(F)F)cc2)c2ccccc21)N1CCCC1	-1%	-3%
Cc1cccc(N2CCN(C(=O)c3ccc4c(c3)c(C)c(C)n4C)CC2C)c1 (stereo unspecified)	-2%	-5%
O=C(NCc1noc2ccccc12)N1CCN(c2ccccc2F)CC1	-2%	4%
CNS(=O)(=O)c1cn(CC(=O)Nc2ccc(C(C)=O)cc2)cc1S(=O)(=O)NC	-2%	3%
CC(C)(C)c1ccc(CSc2nc3c(c(=O)[nH]2)CCCC3)cc1	0%	-3%
COc1cccc(-n2nnc(-c3nc(-c4cccs4)no3)c2N)c1	-2%	-1%

4 compounds drawn at random from the list so far:
SMILES	TexasRed fluor	TRb SRC2 PPI
CCCN(CCC)c1c([N+](=O)[O-])cc(C(F)(F)F)c(N)c1[N+](=O)[O-]	-2%[201 µM]	-2%[201 µM]
O=C(Cn1cc(SCc2ccc(C(F)(F)F)cc2)c2ccccc21)N1CCCC1	-1%	-3%
CCOc1ccc(-c2nnc(SCC(=O)Nc3cc(F)ccc3F)o2)cc1	-3%	3%
Cc1cccc(N2CCN(C(=O)c3ccc4c(c3)c(C)c(C)n4C)CC2C)c1 (stereo unspecified)	-2%	-5%

Later entries:
SMILES	TexasRed fluor	TRb SRC2 PPI
CCC(C)NC(=O)CCCc1nnc2n(CC(C)C)c(=O)c3sccc3n12 (stereo unspecified)	-2%	-10%
O=C(Oc1ccccc1)c1cccc(C(=O)Oc2ccccc2)c1	-2%[201 µM]	2%[201 µM]
CCC(=O)Nc1ccccc1-c1nc2ccccc2n(CC(=O)c2ccc(C)c(C)c2)c1=O	0%	-8%
CC(=O)c1nnn(-c2ccc(C)cc2Cl)c1C	1%	1%
O=C(CSCc1cnn(-c2ccccc2)c1-n1cccc1)NCc1ccc(F)cc1	1%	-1%
CCCCCCCC/C=C\CCCCCCCCCCCCC	-1%[201 µM]	-3%[201 µM]
CCCc1cc(=O)oc2c3c(ccc12)OCN(Cc1ccccc1OC)C3	-1%	6%
CCOc1ccc(CNS(=O)(=O)c2ccc(-c3cc(C(F)(F)F)on3)s2)cc1	-2%	4%
Cc1ccc(-n2c(C)cc(C(=O)C(=O)Nc3ccccc3)c2C)c(C)c1	-1%	-7%
CCN(C(=O)CSc1nc(-c2ccc(C(C)C)cc2)no1)c1cccc(C)c1	-1%	3%
O=C(Nc1nonc1-c1ccc(Br)cc1)c1ccco1	-1%	-6%
Cc1ccc(-n2c(=O)c3oc4ccccc4c3n(Cc3cccc(F)c3)c2=O)cc1C	-3%	9%
Cc1cc(C)c2c(n1)SCCN2C(=O)Nc1ccc(C(=O)Nc2cc(Cl)ccc2C)cc1	0%	-3%
CC(C)(C)CC(C)(C)c1ccc(O)c(-n2nc3ccccc3n2)c1	0%[201 µM]	8%[201 µM]
Cc1cccc(-c2noc(-c3ccc(N4CCCC4)c([N+](=O)[O-])c3)n2)c1	-2%	3%
Cc1ccc(CNC(=O)CN2C(=O)CSc3ccc(S(=O)(=O)N4CCCC4)cc32)cc1	-2%	-7%
Cc1cc(C)c(NC(=O)Cn2nnc(-c3nc(-c4ccccc4)no3)c2N)c(C)c1	1%	4%
Cc1nn(-c2ccc(F)cc2)c(-n2cccc2)c1C(=O)NCCCN1CCN(c2cccc(Cl)c2)CC1	-3%	3%
CCS(=O)(=O)N1CCc2cc(C(=O)Nc3cccc(Cl)c3C)ccc21	0%	-5%
COc1ccc(OC)c(NC(=O)C2CCCN(S(=O)(=O)c3ccc4[nH]c(=O)ccc4c3)C2)c1 (stereo unspecified)	-2%	3%
CCOC(=O)C1CCN(S(=O)(=O)c2ccc3c(c2)NC(=O)C(C)C(=O)N3)CC1 (stereo unspecified)	1%	-3%
CCOc1ccc(CNC(=O)CCC(=O)N2CCSc3ccccc32)cc1	0%	-4%
Cc1cc(NC(=O)Nc2nnc(N3CCCCCC3)s2)ccc1Br	0%	-3%
CCCN1CCN(c2nnc(-n3cccc3C(=O)Nc3ccccc3C(F)(F)F)s2)CC1	-1%	6%
Cc1nn(-c2ccc(F)cc2)c(-n2cccc2)c1C(=O)N1CCN(c2ccccc2)CC1	-2%	7%
Cc1ccc(Sc2c(C(=O)NCc3cccc(F)c3)[nH]c3ccccc23)cc1	2%	-6%
Cc1ccc(-n2nc3c(=O)n(CC(=O)NCC(C)c4ccccc4)nc(C)c3c2C)cc1 (stereo unspecified)	-1%	0%
CCOC(=O)c1ccccc1NC(=O)CN1CCCN(Cc2cccc(Cl)c2)S1(=O)=O	0%	8%
CCOc1ccc(NC(=O)c2ccc(-c3nc(COc4ccccc4)c(C)o3)cc2)cc1	-2%	5%
OC1CCCCCCCCCCC1	-3%[201 µM]	1%[201 µM]
Cc1cccc(CCNC(=O)C2CCN(c3nc4ccccc4nc3C(F)(F)F)CC2)c1	-2%	-5%
Cc1ccc(CCNC(=O)c2cc3ccccn3n2)cc1	0%	0%
COC(=O)c1ccc(NS(=O)(=O)c2ccc(-n3cccn3)cc2)cc1	-3%	-9%
O=C(CSc1cn(CC(=O)N2CCCCC2)c2ccccc12)NCc1ccccc1	-4%	2%
CCCCCCCCCCCCCCCCCC(N)=O	-1%[201 µM]	-1%[201 µM]
Cc1ccc(-c2nc(SCCOc3ccccc3C)n3[nH]c(=O)cc3n2)cc1	1%	-1%
Cc1nc2nc(CNC(=O)c3cccc(F)c3)nn2c(C)c1CCC(=O)Nc1cccc(Cl)c1	1%	-6%
Cc1cccc(NC(=O)Nc2nnc(N3CCCC3)s2)c1	0%	-10%
CCN1c2ccccc2-c2nc(SCC(=O)Nc3cccc(C)c3C)ncc2S1(=O)=O	-1%	3%
